SRC1 inh: SRC1 coactivator transcriptional activity inhibitors, primary screen, cell-based, luminescence. AID 588354, 2011. inhibition, % at 3.6 µM. Nuclear receptor coactivator 1 (Homo sapiens), Q15788. HEK293 GAL4-SRC1 luciferase reporter. 0.12% of 360,000 active;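 active means inhibition above the campaign mean plus 3 SD, with each screening campaign given its own cutoff, cut at about 60% in these data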;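 further: 0% = DMSO treated cells and 100% = gossypol at 36 µM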
Target sequence (Q15788 whole entry, looked up, the tested form may be a part): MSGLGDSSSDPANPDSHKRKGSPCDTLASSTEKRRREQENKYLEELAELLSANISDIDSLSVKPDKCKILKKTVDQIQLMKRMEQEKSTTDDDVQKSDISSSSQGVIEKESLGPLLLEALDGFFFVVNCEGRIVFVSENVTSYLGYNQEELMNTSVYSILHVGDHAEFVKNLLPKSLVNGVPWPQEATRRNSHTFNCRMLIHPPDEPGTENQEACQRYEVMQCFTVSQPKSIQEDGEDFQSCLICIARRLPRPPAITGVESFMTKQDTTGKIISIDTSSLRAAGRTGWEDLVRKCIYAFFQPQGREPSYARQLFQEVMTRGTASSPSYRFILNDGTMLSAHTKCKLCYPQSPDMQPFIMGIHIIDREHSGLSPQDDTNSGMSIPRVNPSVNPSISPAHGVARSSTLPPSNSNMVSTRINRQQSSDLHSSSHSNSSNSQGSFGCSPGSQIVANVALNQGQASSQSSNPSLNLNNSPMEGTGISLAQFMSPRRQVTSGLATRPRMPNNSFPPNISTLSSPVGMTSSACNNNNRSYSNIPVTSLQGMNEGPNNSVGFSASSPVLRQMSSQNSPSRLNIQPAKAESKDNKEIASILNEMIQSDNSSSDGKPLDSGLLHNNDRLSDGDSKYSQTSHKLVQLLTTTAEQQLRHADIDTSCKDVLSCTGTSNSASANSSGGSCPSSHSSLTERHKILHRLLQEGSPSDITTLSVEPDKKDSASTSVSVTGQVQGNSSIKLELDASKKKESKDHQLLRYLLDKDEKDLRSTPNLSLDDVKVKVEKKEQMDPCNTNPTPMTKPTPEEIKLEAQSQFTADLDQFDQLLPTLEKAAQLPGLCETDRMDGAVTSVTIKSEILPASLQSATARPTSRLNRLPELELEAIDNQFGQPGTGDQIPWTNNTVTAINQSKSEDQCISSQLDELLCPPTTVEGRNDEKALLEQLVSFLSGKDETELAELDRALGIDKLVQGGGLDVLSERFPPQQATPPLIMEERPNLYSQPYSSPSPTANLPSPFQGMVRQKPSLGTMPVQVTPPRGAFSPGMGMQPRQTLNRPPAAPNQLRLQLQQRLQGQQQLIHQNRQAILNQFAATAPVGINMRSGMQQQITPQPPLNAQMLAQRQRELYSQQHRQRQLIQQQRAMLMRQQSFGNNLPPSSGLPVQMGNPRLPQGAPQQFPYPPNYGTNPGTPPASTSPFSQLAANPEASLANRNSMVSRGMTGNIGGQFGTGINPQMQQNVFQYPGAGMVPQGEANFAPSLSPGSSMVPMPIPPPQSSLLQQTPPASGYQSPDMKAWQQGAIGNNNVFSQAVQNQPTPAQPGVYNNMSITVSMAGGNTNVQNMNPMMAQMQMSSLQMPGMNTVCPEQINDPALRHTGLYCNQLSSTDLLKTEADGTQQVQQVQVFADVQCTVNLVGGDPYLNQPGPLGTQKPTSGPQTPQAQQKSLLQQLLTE
LRH-1 inv ag: LRH-1 (NR5A2) inverse agonists, primary screen, cell-based, luminescence, HEK293T, StAR-luciferase reporter. Nuclear receptor subfamily 5 group A member 2 (Homo sapiens), O00482. LRH-1 transfected, 24 h. inhibition, % at 3.6 µM. 0.13% of 360,000 active;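 active means inhibition above the mean inhibition of all tested compounds plus 3 SD, cut at about 73% in these data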;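 further: 0% = DMSO wells and 100% = reporter-only cells lacking LRH-1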
NOD2 RIPK2 PPI: NOD2-RIPK2 binding disruptors in cells, primary screen, fluorescence, CHO cells, BLA complementation | Receptor-interacting serine/threonine-protein kinase 2 (Homo sapiens), O43353 | CCF4 ratio | inhibition, % at 4.98 µM | 0.38% of 360,000 active | AID 624267, 2012; in the data active means inhibition above about 21%;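 further: 0% = vehicle only and 100% = reference blocker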
MC4R ag barr: MC4R agonists recruiting beta-arrestin, primary screen, cell-based, luminescence, agonist arm of biased-ligand search; Melanocortin receptor 4 (Homo sapiens), P32245; U2OS MC4R beta-arrestin complementation; percent of melanotan II response, DMSO zero; activation, % at 8.9 µM; 0.98% of 360,000 active;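 active means activation above a per-plate cutoff, the mean activation of sample wells on that plate plus 3 SD, cut at about 8% in these data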
NR2F2 inh: NR2F2 transcriptional activity inhibitors, primary screen, cell-based, luciferase reporter, HEK293T, luminescence | COUP transcription factor 2 (Homo sapiens), P24468 | inhibition, % at 8.6 µM | HEK293T NGFI-A luciferase reporter | AID 686940, 2013 | 0.7% of 370,000 active;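 active means inhibition above a per-plate cutoff, mean inhibition of test wells between control levels plus 3 SD, cut at about 38% in these data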;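 further: cells cotransfected with COUP-TFII expression vector driving the NGFI-A reporter; 0% = median of COUP-TF2 test wells and 100% = reporter-only cells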
NCOA2 inhibitor: inhibition of GAL4-SRC2 driven luciferase reporter, primary screen, SRC2 inhibitor project, cell-based, luminescence; Nuclear receptor coactivator 2 (Homo sapiens), Q15596; 0.17% of 370,000 active; AID 651957, 2012; HEK293 GAL4-SRC2 luciferase reporter; inhibition, % at 9 µM;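 active means inhibition above the mean inhibition of all tested compounds plus 3 SD, set per campaign, cut at about 52% in these data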;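 further: 0% = DMSO treated cells and 100% = cells given Gossypol at 36 µM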
TLR9-MyD88 inh: inhibitors of TLR9-MyD88 association in cells, primary screen, cell-based, CHO, BLA complementation, fluorescence; 0.21% of 340,000 active; CCF4 FRET ratio; Toll-like receptor 9 (Homo sapiens) + Myeloid differentiation primary response protein …; inhibition, % at 4.98 µM;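 active means inhibition above the mean over all tested compounds plus 3 SD, cut at about 21% in these data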;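 further: 0% = DMSO only wells and 100% = clavulanate BLA inhibitor control wells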
ABHD5-PLIN5 inh: ABHD5-PLIN5 interaction inhibitors, primary screen, cell lysate, split luciferase complementation, luminescence. Split G. princeps luciferase complementation, 4 h. AID 602281, 2012. 0.78% of 360,000 active. inhibition, % at 4 µM. Perilipin-5 (Homo sapiens) + 1-acylglycerol-3-phosphate O-acyltransferase ABHD5 (Homo …;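 active means inhibition above the mean inhibition across every tested compound plus 3 SD, cut at about 22% in these data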;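 further: 0% = DMSO only wells and the 100% control is not disclosed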
SRC3 inh: SRC3 coactivator transcriptional activity inhibitors, primary screen, cell-based, luminescence; 0.17% of 360,000 active; AID 588352, 2011; Nuclear receptor coactivator 3 (Homo sapiens), Q9Y6Q9; inhibition, % at 3.6 µM; HEK293 GAL4-SRC3 luciferase reporter;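 active means inhibition above a per-campaign cutoff, the mean of all compounds plus 3 SD, cut at about 60% in these data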;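 further: 0% = DMSO-treated cells and 100% = gossypol-treated cells at 36 µM; higher means less SRC3-driven luciferase light from the GAL4 reporter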
MC4R antag cAMP: MC4R antagonists of cAMP signaling, primary screen, cell-based, TR-FRET, antagonist arm of biased-ligand search; Melanocortin receptor 4 (Homo sapiens), P32245; MC4R-expressing cells, MTII-stimulated cAMP, LANCE TR-FRET; inhibition, % at 6.5 µM; 0.48% of 360,000 active;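 active means inhibition above its plate's cutoff, the mean of tested wells on that plate plus 3 SD, cut at about 29% in these data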;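 further: 0% = Melanotan II alone and 100% = Melanotan II plus saturating MCL0020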
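Assay system: U2OS cells stably expressing human melanocortin 4 receptor (MC4R) / Dosing: 6.5 µM / Timing: compound 30 min, challenge 1 h, detection 1 h / Measured by: Eu-cAMP/anti-cAMP TR-FRET, emission 671 nm / Replicates: singlicate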
EBV LMP1 NFkB: EBV LMP1-driven NF-kappaB luciferase reporter inhibitors, primary screen, cell-based, luminescence, single point. LMP1-induced NF-kappaB luciferase reporter cells. inhibition, % at 12.5 µM. 0.69% of 350,000 active. AID 504558, 2011; in the data active means inhibition above about 41%;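 further: 0% = neutral control wells and 100% = reference inhibitor control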
Numbers without * were called inactive; . = not tested or not shown.

Second line of a record: ABHD5-PLIN5 inh, LRH-1 inv ag, SRC3 inh, TLR9-MyD88 inh, MC4R antag cAMP, EBV LMP1 NFkB, NOD2 RIPK2 PPI, SRC1 inh, NR2F2 inh, MC4R ag barr, NCOA2 inhibitor
- O=C(OC1CCCCC1=O)c1cc(Cl)ccc1[N+](=O)[O-] (stereo unspecified)
  2, 2, -18, -4, 16, -3, -11, -18, 7, 1.2, 10
- CCCCCn1c(N)c(-c2nc3ccccc3o2)c2c([N+](=O)[O-])nn(CC)c(=O)c21
  5, 6, 9, 0, 6, -21, -10, 6, 11, -1.5, -8
- CC(=O)Nc1ccc(CC(=O)Nc2ccc3c(c2)OC2(CCCC2)O3)cc1
  -2, -91, -38, -5, 4, -16, -8, -66, -36, -0.7, -19
- CSCC[C@H](NC(=O)[C@@H]1Cc2ccccc2CN1)C(=O)NC[C@H]1CC[C@H](C(=O)O)CC1
  2, 15, 0, -3, 3, -17, -5, -3, -7, -2.4, 7
- CCOC(=O)c1ccc(N=Cc2nc3ccccc3n2C)cc1
  -6, -43, -1, 2, 4, -14, -6, -10, -1, -1.5, -93
- CC(=O)N1CCc2cc(S(=O)(=O)CCC(=O)NCc3ccc(Cl)cc3)ccc21
  3, 14, -4, 0, -2, 0, -11, 12, -4, -2.6, 6
- COc1cccc(NC(=O)Nc2cc(C)ccc2OC)c1
  -5, -3, -7, -3, 6, 3, -4, 2, 2, -0.3, 14
- CN1CCN(Cc2ccc(-c3ccc(Cl)cc3)o2)CC1
  12, -25, -1, 2, 4, -18, -2, -17, ., -2.8, .
- COc1ccc(S(=O)(=O)N2CCOC2CNC(=O)C(=O)NCc2ccc3c(c2)OCO3)cc1 (stereo unspecified)
  -6, 13, 8, -11, 5, 1, 8, -13, 12, -1.1, 24
- Cc1ccc(-n2nc(C)cc2Nc2ncc(Cl)cc2Cl)cc1
  -2, 4, 3, -1, 9, 2, -1, 2, -5, 0.8, 15
- Cc1ccc(-c2ccc(CN3C(C)C(=O)N(Cc4cn(CC5CCCCC5)nn4)CCS3(=O)=O)cc2)cc1 (stereo unspecified)
  -4, -14, -1, -5, 22, -8, -6, -10, 3, -0.7, -25
- O=C(C1CC(c2ccc(F)cc2)=NO1)N1CCCCC1 (stereo unspecified)
  9, -96, -61, -3, 9, -17, -2, -74, -32, -1.0, -42
- COc1ccccc1C(=O)N1CCN(C(=O)[C@H]2O[C@@H](n3ccc(=O)[nH]c3=O)[C@H](O)[C@@H]2O)CC1
  -5, -6, 0, ., ., ., 2, -2, -3, ., -5
- CCn1c(SCC(=O)NCC2CCCO2)nnc1-c1c[nH]c2ccccc12 (stereo unspecified)
  -2, 7, -3, 3, 5, 4, -6, -12, -6, 2.5, 3
- CN(CC(=O)Nc1ccc(F)c(F)c1F)C(=O)C1CCCCC1
  2, -9, 5, -9, 12, -4, -4, -12, 8, -1.9, 13
- COc1cccc(OCCNc2ccc([N+](=O)[O-])cn2)c1
  -1, 9, 22, 7, -9, -2, -7, 1, -20, 0.6, -6
- COc1cccc(C(=O)N2CCN(S(C)(=O)=O)CC2)c1
  -1, 4, 10, 0, 9, 14, 1, -21, 1, -2.8, -4
- O=C1c2cccc3cccc(c23)C(=O)N1CCN1CCN(C(=S)Nc2ccccc2)CC1
  3, -2, 16, 6, 8, 13, -6, -15, 0, 0.3, -13
- Cc1nn2c(=O)[nH]cnc2c1Cl
  -3, 6, -10, -3, 15, -1, -1, 4, -22, 0.9, -12
- CCc1cc(-c2nnn(CCC3COCCO3)c2C(C)(C)O)ccc1-c1cn(CCc2c[nH]c3ccccc23)nn1 (stereo unspecified)
  -2, 5, -7, 5, 11, -34, -3, -31, 6, -1.0, 17
- CCCCc1nc(SCC(=O)Nc2nnc(C(C)C)s2)n[nH]1
  -2, 0, 10, -3, 4, 5, -2, -6, -25, -1.3, -6
- CCC(CC)C(=O)Nc1cccc(C(=O)N2CCCC2)c1
  -5, 1, 16, 5, 6, 1, -1, -31, -7, -0.3, -14
- COC(=O)[C@]12CCCCC=C1N(CCc1ccc(OC)c(OC)c1)C(=O)[C@H](CC(=O)NCCCN1CCCC1=O)C2
  1, -5, ., ., ., ., 3, ., 1, ., 7
- COc1ccc(C(=O)N2CCCCCC2)cc1OC1CCN(C(C)C)CC1
  -2, 8, -32, -12, 2, 3, -10, -10, -30, -2.9, 14
- COc1ccccc1NC(=O)CSc1nnc(-c2ccoc2C)n1C
  -4, 1, -1, -8, -7, -1, -11, -10, 16, 0.2, -1
- COC(=O)c1[nH]c2ccc(Br)cc2c1NC(=O)CN1CCCc2ccccc21
  4, 20, 20, 9, -14, 5, 9, -6, 1, -0.4, -3
- Cc1ccc2c(c1)c(C)c(C)n2CC(O)CN1CCCCC1C (stereo unspecified)
  -5, 11, -2, 3, 8, 8, 0, 4, 9, 0.2, -2
- O=[N+]([O-])c1ccc(O)c(C(C#Cc2ccccc2)N2CCOCC2)c1 (stereo unspecified)
  5, -5, 6, 3, 0, -3, 0, -6, 2, -1.2, -2
- COc1ccc2c(c1)c(C(=O)CN1CCN(C(=O)c3ccco3)CC1)c(C)n2C
  16, -14, 18, 2, 0, 5, -10, 11, 12, 4.4, 18
- COC(=O)c1nc(NC(=O)C(C)(C)C)n[nH]1
  6, -5, 1, 5, 1, -7, 0, 1, -5, -2.6, 14
- CC(C)(C)OC(=O)N1CCC[C@H]1C(=O)NCc1ccc(Cl)cc1Cl
  0, -17, -10, 4, 22, -2, -3, -4, 12, 1.9, -10
- CC(C)NC(=S)N1CCC(Cc2ccccc2)CC1
  0, -2, 8, -4, 18, 7, 1, -39, 11, 0.7, 5
- COC(=O)c1cc2c(ccn2-c2ccc(F)cc2)n1Cc1cccc(OC)c1
  -6, -3, 19, 0, 1, -13, -6, -38, 15, -1.9, 3
- CCCNC(=O)C1(C)CCCN(Cc2ccccc2Cl)C1 (stereo unspecified)
  8, -6, 4, ., 1, ., -12, 2, 2, 1.5, 10
- O=C1C2CC=CCC2C(=O)N1c1nc2n(n1)C(c1ccccc1)CC(c1ccccc1)N2 (stereo unspecified)
  -1, -11, 17, -17, 7, -4, -23, -11, 1, -1.3, 9
- Cc1nonc1NC(=O)CSc1nnc(-c2ccoc2C)n1C
  -6, 0, 11, -9, 4, 5, -15, 17, -20, -1.5, -1
- COc1ccc(C(=O)/C=C/c2ccc(OC)c(Cn3nnc4ccccc43)c2)cc1
  15, 24, 4, -5, 16, 7, -8, -4, 14, -2.2, 22
- COc1ccc(/C(O)=C2\C(=O)C(=O)N(c3cc(C)on3)C2c2ccc(OC)c(OC)c2)cc1OC (stereo unspecified)
  -1, 6, 12, 0, 5, -2, -13, -4, -20, -1.2, -23
- CCOc1cc(/C=N\n2nnnc2N)ccc1O
  -3, 15, -15, -6, -5, 4, 5, 8, -3, -2.0, -27
- O=C(COC(=O)c1cc(-c2ccccc2)nc2ccccc12)NCC1CCCO1 (stereo unspecified)
  1, 15, 11, 3, 0, 2, -3, -1, -7, -3.6, -6
- CC1=C(C(=O)Nc2ccccc2C)C(c2cccs2)NC(=S)N1 (stereo unspecified)
  2, 0, 10, 1, 1, 3, -2, -15, -5, -1.2, 9
- Cc1ccccc1-n1c(SCc2ccccn2)nc2n[nH]c(C)c2c1=N
  -3, -15, -8, 9, -38, -2, -8, -17, 1, -1.9, 0
- O=C(NCCCn1ccnc1)c1sc2cc([N+](=O)[O-])ccc2c1Cl
  5, -23, -19, 7, -3, 3, -3, -27, -6, -2.3, -9
- Cc1ccc(OCCCCN2CCCCC2)c(Br)c1
  7, 7, 12, -8, 4, 1, -8, -11, -4, 1.9, -5
- COc1cc(COCC(O)CN2CCCCC2C)cc(OC)c1OC (stereo unspecified)
  1, 0, 15, -4, 5, 7, -6, 8, -22, -1.3, -30
- COc1ccc(C(=O)/C=C/c2ccc(OC)c(COc3ccc(F)cc3)c2)cc1
  -1, 9, 21, -3, 1, -7, -11, -24, -12, -0.2, -28
- Cc1ccc(N2C(=O)C(Cc3ccccc3)NC2=S)cc1 (stereo unspecified)
  6, 3, -7, 1, -4, 0, -12, -13, 5, 1.5, -10
- Cc1ccc(S(=O)(=O)CCC(=O)OCC(=O)N2CCc3ccccc32)cc1
  -7, 16, 7, -1, 4, 0, -3, 7, 9, -2.3, -12
- CC(=O)c1nc(N2C(=O)CC(Cc3cccc(C)c3)C2=O)sc1C (stereo unspecified)
  -1, -1, -14, -9, 25, 1, -15, -45, -13, 0.4, -19

The list is partial (hit frequency here may not be typical).
